Screens from PubChem.
Tb PYK inh: blocks Trypanosoma brucei pyruvate kinase | Q57TT1 | TbPYK enzyme, Kinase-Glo Plus ATP luminescence, 45 min | Potency, µM (highest dose often 76.8 µM), without a hit: at the highest dose activity, negative = inhibition, usual class: inhibitors | hit rate 0.12% among 410,000 | AID 624173; note: nearly all actives have a fitted effect of over 50% in size
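Luminescence from Kinase-Glo Plus, added after a 45-minute room-temperature reaction, served as the end-point read-out. The enzyme and substrate were preincubated with compound before ADP (130 uM final) initiated turnover. Concentration-effect curves came from normalized qHTS data.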
HCV inhibitor: inhibitors of hepatitis C virus infection; Huh7.5.1 HCVcc-Cre infection, luciferase reporter, 44 h; Potency, µM (top dose mostly 41.8 µM), without a hit: at the top dose activity change, negative = inhibition, actives largely listed as inhibitors; hit rate 3.4% among 340,000
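Compounds are dispensed onto cells plated 4 h earlier at 1,000 per well, with HCVcc-Cre virus (about 0.5 moi) added next. Following 44 h of culture, luminescent signal is measured for 15 sec after 15 min with substrate at room temperature.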
Pf growth 96h: inhibits malaria parasite growth, 96 h | P. falciparum luciferase reporter growth, 96 h | Potency, µM (top dose mostly 28.7 µM), inactives show at the top dose activity change, negative = inhibition, usual class: inhibitors | hit rate 6.9% among 320,000 | AID 504834
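Parasite growth measured via integrated firefly luciferase reporter in P. falciparum. Infected erythrocytes at 2% hematocrit, 0.05% parasitemia final were treated 96 hours at 37 C under 5% CO2, and luminescence was read.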
Sm TGR block: blocks Schistosoma mansoni thioredoxin glutathione reductase; Q962Y6; purified TGR, DTNB reduction, TNB absorbance 405 nm; AID 485364; hit rate 3% among 360,000; Potency, µM (top dose mostly 114 µM), for inactives: at the top dose activity change, negative = inhibition, hits mostly inhibitors; note: nearly all actives have a fitted effect of over 60% in size
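Kinetic colorimetric format: TGR-catalysed, NADPH-driven DTNB reduction monitored via TNB absorbance. Enzyme dispensed at 20 nM; compound exposure 15 min at room temperature before reaction start.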
LmPK inh: blocks Leishmania mexicana pyruvate kinase activity; hit rate 0.37% among 290,000; purified LmPK, Kinase-Glo ATP luminescence, 1 h; AID 1721; Q27686; Potency, µM (titrated, usually from 57.5 µM), for inactives: at the top dose activity change, negative = inhibition, hits mostly inhibitors
Target sequence (Q27686 whole entry, looked up): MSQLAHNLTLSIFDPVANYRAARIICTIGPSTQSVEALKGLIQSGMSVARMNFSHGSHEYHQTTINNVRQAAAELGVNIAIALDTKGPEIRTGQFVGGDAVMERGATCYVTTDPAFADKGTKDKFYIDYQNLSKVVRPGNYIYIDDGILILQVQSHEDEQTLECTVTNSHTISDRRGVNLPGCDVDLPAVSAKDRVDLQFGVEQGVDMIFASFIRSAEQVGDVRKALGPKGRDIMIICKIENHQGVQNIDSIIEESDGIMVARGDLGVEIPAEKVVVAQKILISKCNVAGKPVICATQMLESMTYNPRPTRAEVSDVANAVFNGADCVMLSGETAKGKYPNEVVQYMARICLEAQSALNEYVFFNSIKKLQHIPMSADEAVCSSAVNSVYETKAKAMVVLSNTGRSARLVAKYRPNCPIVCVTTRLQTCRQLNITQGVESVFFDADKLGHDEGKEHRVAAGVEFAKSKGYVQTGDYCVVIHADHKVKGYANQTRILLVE
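Purified LmPK (0.1 nM) converted ADP (0.1 mM) to ATP with PEP (0.5 mM) in imidazole buffer pH 7.2 with KCl and MgCl2, 1 h at room temperature. ATP was read by Kinase-Glo luminescence; data normalized to uninhibited and no-enzyme controls.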
Pf growth 48h: inhibits P. falciparum growth in the first generation, 48 h | P. falciparum luciferase growth in erythrocytes, 48 h | Potency, µM (titrated, usually from 28.7 µM), for the others: top-dose activity change, negative = inhibition, usual class: inhibitors | hit rate 5.9% among 310,000 | AID 504832
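Read-out is firefly luciferase luminescence from an integrated reporter in P. falciparum, so falling signal marks reduced parasite growth. Infected erythrocytes were at 2% hematocrit and 0.1% parasitemia (final) in Albumax-supplemented RPMI 1640.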
Active calls of the source: *; u = inconclusive; x = no result given; & = joins results of further samples; [ ] = dose if it differs, or a comment. Calls come from the whole dose curve; as a rule, active = well fitted curve in the direction sought with a large enough effect; inconclusive = small, poorly fitted or top-dose-only effect, or another doubt; inactive = no such curve, though single readings can be large; an effect the other way counts as inactive or inconclusive. % is set by controls: 0 for no effect and ±100 for the full control effect; potency is the fitted concentration of half-maximal effect.

SMILES	Tb PYK inh	HCV inhibitor	Pf growth 96h	Sm TGR block	LmPK inh	Pf growth 48h
CCOc1cc(C2C3=C(CCCC3=O)Nc3nc(C(=O)OC)nn32)ccc1OC (stereo unspecified)	-2%	27%	70%[activator]	-1%	4%	9%
C#CCn1c(C)cc(C)c(S(=O)(=O)c2ccccc2)c1=O	1%	4%	67%[activator]	x	3%	30%
CC(=O)N1CCOc2ccc(S(=O)(=O)N3CCC(C(=O)Nc4ccc(C)cc4)CC3)cc21	2%	-8%	0%	-1%	-1%	u
CCCCOc1ccc(CSCCN=C(N)N)cc1	-13%	u	42%[activator]	-3%	0%	u
CC1Cc2cc(-c3csc(NC(=O)Cc4ccccc4)n3)ccc2N1S(C)(=O)=O (stereo unspecified)	23%	0.71µM*	u	-5%	7%	x
Nc1nc(Cl)c2ncn(C3OC(CO)C(O)C3O)c2n1 (stereo unspecified)	-6%	5%	u	6%	x	-7%
O=C(CCSCc1ccccc1F)NCc1cccs1	-3%	-3%	8%	3%	-3%	50%[activator]
CC(/C=C/C=C/c1ccccc1)=N\NC(=O)c1cccnc1	6%	7%	u	u	1%	-23%
[N-]=[N+]=NC1c2ccccc2C(=O)N1Cc1ccccc1 (stereo unspecified)	-26%	5%	u	-4%	-1%	13%
CCCCN(CCCC)c1nc(-c2ccncc2)nc2ccccc12	31%	0%	u	5%	6%	u
CCOc1ccccc1N1CCN(CC(=O)c2c(N)n(C)c(=O)n(C)c2=O)CC1	-15%	-17%	u	0%	-4%	u
Cc1ccc2nc(SC(C)C(=O)N3CC(C)OC(C)C3)[nH]c2c1 (stereo unspecified)	-9%	17%	-30%	0%	-2%	u
Cc1ccc(Nc2nc(C(=O)NCCCN3CCOCC3)cs2)cc1	-10%	u	-15%	3%	-5%	3%
CC(=O)Oc1ccccc1C(=O)Oc1ccc(/C=N/n2cnnc2)cc1	3%	14%	8.3µM*	0%	1%	12%
CC(Oc1ccccc1)C(=O)Nc1oc(-c2ccco2)c(-c2ccco2)c1C#N (stereo unspecified)	2%	u	-5%	-36%	2%	33%
CNC(=S)N(CCc1c(C)[nH]c2ccc(C)cc12)Cc1cccs1	-7%	10µM*	u	5%	10%[11.5 µM]	u
CC(C)c1ccc(NC(=O)C2CCCCC2C(=O)O)cc1 (stereo unspecified)	8%	-5%	57%[activator]	4%	2%	9%
Cc1ccc(NC(=O)COC(=O)CN2CCCCCC2=O)c(C)c1	-3%	5%	33%	3%	x	19%
N#Cc1ccc(S(=O)(=O)NC2CCN(Cc3ccccc3)CC2)cc1	3%	-8%	40%[activator]	-22%	-16%	-12%
Cc1cccnc1NC(=O)c1cccc(S(=O)(=O)N2CCN(c3ccc(F)cc3)CC2)c1	2%	u	-19%	-11%	0%	-1%
O=[N+]([O-])c1ccc(F)c(N=Cc2ccc(Br)s2)c1	8%	3%	3%	-10%	-1%	9%
COc1ccc(NC(=O)CN2C(=O)NC(CC(C)C)C2=O)cc1S(=O)(=O)N1CCOCC1 (stereo unspecified)	-8%	-3%	8%	10%	x	1%
Cc1ccccc1C(=O)N=c1sccn1C	-1%	-9%	60%[activator]	-8%	3%	x
CCCCC(=O)NCCc1ccc(S(N)(=O)=O)cc1	-4%	4%	-7%[5.75 µM]	2%	0%	1%
C/C=C/C(=O)OCC(=O)Nc1ccc(SC(F)F)cc1	1%	15%	12%	-8%	-7%	13%
Cc1ccc(NC(=O)C2CC(=O)n3c(nc4ccccc43)N2)cc1C (stereo unspecified)	3%	-11%	u	-4%	0%	-11%
O=C(NC(NNc1ccc([N+](=O)[O-])cc1)(C(F)(F)F)C(F)(F)F)c1ccc(F)cc1	5%	u	15%	32µM*	-1%	0%
CCOC(=O)CN/C=C(\C#N)c1ccc(F)cc1	-1%	21%	10%	x	0%	8%
COc1ccc(CNC(=O)Cc2cccs2)cc1	11%	5%	u	-2%	-2%	60%[activator]
O=C(Nc1ccc(CN2CCS(=O)(=O)CC2)cc1)c1ccc(Cl)cc1	0%	10µM*	-7%	-10%	-1%	-7%
Cc1cc(C)n(C(=O)CCC(=O)Nc2ccc(C)c(C)c2)n1	3%	0%	12µM*	-1%	0%	x
CC1=C(C(N)=O)C(c2cccc(O)c2)n2nc(CCCO)nc2N1 (stereo unspecified)	7%	2%	u	-1%	6%	x
CCOC(=O)c1cnc(SCC(=O)Nc2cc(OC)ccc2OC)nc1N	10%	6.3µM*	x	0%	-1%	-11%
COc1ccc(Nc2cc(C(=O)NCCCOC(C)C)c3ccccc3n2)c(OC)c1	0%	-29%	-1%	0%	-1%	-1%[0.00184 µM]
CC(C)(C)N(NS(=O)(=O)c1ccc(F)cc1)c1ccccc1	2%	51%[activator]	45%[activator]	-12%	2%	32%[activator]
O=C(CC12CC3CC(CC(Br)(C3)C1)C2)NCc1ccccc1	-15%	17%	5%	-16%	2%	28%

Reprinted from above (10 entries):
SMILES	Tb PYK inh	HCV inhibitor	Pf growth 96h	Sm TGR block	LmPK inh	Pf growth 48h
CCCCC(=O)NCCc1ccc(S(N)(=O)=O)cc1	-4%	4%	-7%[5.75 µM]	2%	0%	1%
C/C=C/C(=O)OCC(=O)Nc1ccc(SC(F)F)cc1	1%	15%	12%	-8%	-7%	13%
Cc1ccc(NC(=O)C2CC(=O)n3c(nc4ccccc43)N2)cc1C (stereo unspecified)	3%	-11%	u	-4%	0%	-11%
O=C(NC(NNc1ccc([N+](=O)[O-])cc1)(C(F)(F)F)C(F)(F)F)c1ccc(F)cc1	5%	u	15%	32µM*	-1%	0%
CCOC(=O)CN/C=C(\C#N)c1ccc(F)cc1	-1%	21%	10%	x	0%	8%
COc1ccc(CNC(=O)Cc2cccs2)cc1	11%	5%	u	-2%	-2%	60%[activator]
O=C(Nc1ccc(CN2CCS(=O)(=O)CC2)cc1)c1ccc(Cl)cc1	0%	10µM*	-7%	-10%	-1%	-7%
Cc1cc(C)n(C(=O)CCC(=O)Nc2ccc(C)c(C)c2)n1	3%	0%	12µM*	-1%	0%	x
CC1=C(C(N)=O)C(c2cccc(O)c2)n2nc(CCCO)nc2N1 (stereo unspecified)	7%	2%	u	-1%	6%	x
CCOC(=O)c1cnc(SCC(=O)Nc2cc(OC)ccc2OC)nc1N	10%	6.3µM*	x	0%	-1%	-11%

Later entries
SMILES	Tb PYK inh	HCV inhibitor	Pf growth 96h	Sm TGR block	LmPK inh	Pf growth 48h
CCCCCN(C(=O)CCC(=O)OCc1ccc(Cl)cc1Cl)c1c(N)n(CCCC)c(=O)[nH]c1=O	3%	u	6%	-4%	x	u
COCCSc1nnc(NC(=O)C2CC(=O)N(C3CCCC3)C2)s1 (stereo unspecified)	-5%	9%	10%	6%	3%	-8%
CC(OC(=O)c1oc2ccccc2c1COc1ccccc1)C(N)=O (stereo unspecified)	-8%	5%	22%	4%	3%	30%
Cc1onc(COc2ccccc2O)c1Br	-7%	-2%	7%	-13%	0%	27%
COC(=O)c1sc(NC(=O)c2csc3c2CCCC3)nc1C	-2%	11µM*	3%	8%	2%	u
O=C(O)CSC(=S)N1CCCC1	2%	12%	28%	u	-6%	3%
CCc1c(C)nc2[nH]nc(NC(=O)C(F)(F)F)n2c1=O	-6%	19%	16%	6%	-5%	6%
CCN(C(=O)C1CCCN(c2nc(-c3ccc(OC)cc3)no2)C1)c1ccccc1F (stereo unspecified)	-11%	u	u	-2%	0%	u
CCOc1ccc(NC(=O)Cc2c(C(=O)O)n(C)c3ccccc23)cc1	2%	9%	36%[activator]	-2%	1%	-2%
Cc1cc(C)c2[nH]c(=O)c(CN(CC3CCCO3)C(=S)NCc3ccco3)cc2c1 (stereo unspecified)	10%	u	-1%	-5%	6%	-5%
CC(=O)c1ccc(NC(=O)CC(NCCC2=CCCCC2)C(=O)O)cc1 (stereo unspecified)	-6%	-3%	-3%	0%	0%	-3%
CCOP(=O)(Cc1cc(C#N)oc1C)OCC	39%	17%	u	-4%	3%	-2%
CCc1ccc(N2CC34C=CC(O3)C(C(=O)OC(C)C)C4C2=O)cc1 (stereo unspecified)	-2%	4%	-31%	-4%	5%	0%
Cc1ccc(/C=C/C(=O)Nn2cnnc2)cc1	0%	12%	8%	-4%	-22%	x
Nc1nnc(SCC(=O)Nc2cccc(S(=O)(=O)N3CCCCC3)c2)s1	-5%	u	u	-5%	x	u
Cc1ccc(CNCC(=O)Nc2cccc(S(=O)(=O)NC3=NCCCCC3)c2)cc1	16%	u	-1%	40%[activator]	0%	9%
Nc1cc(N)nc(SCc2ccccc2)n1	2%	21%	210%[activator]	9%	0%	156%[activator]
CCCOc1ccc(/C(O)=C2/C(=O)C(=O)N(CCCn3ccnc3)C2c2cccs2)cc1 (stereo unspecified)	-9%	6%&1%	16%	-15%	4%	17%
CN(CC1CCCN(CCc2ccc(Cl)cc2)C1)C(=O)CC(F)(F)F (stereo unspecified)	0%	-2%	u	4%	5%	-2%
COC(=O)CSc1nnc(C)n1-c1ccc(C)cc1	-1%	10%	25%	-1%	-9%	x
CC(=O)Nc1ccc(NC(=O)CCn2cnnn2)cc1	1%	21%	17%	-6%	6%	-5%
CCn1ncc([N+](=O)[O-])c1C(=O)Nc1ccc(C(=O)N2CCCCC2)cc1	4%	-2%	-27%	-20%	4%	-1%
O=C(Cc1ccccc1)N1CCN(S(=O)(=O)c2ccc([N+](=O)[O-])cc2)CC1	3%	11%	0%	-14%[57.1 µM]	-5%	u
CCc1cc2c(=O)c(-c3nc4ccccc4n3C)coc2c(CN2CCOCC2)c1O	-3%	-19%	x	-1%	0%	-9%
C[C@H]([C@H](O)c1ccccc1)N(C)C(=O)CN	4%	11%	-8%	-22%	-1%	31%[activator]
CC(=O)Nc1ccc(NC2=Nc3ccccc3N3C2=Nc2c(c(C)nn2-c2ccccc2)C3c2ccccc2)cc1 (stereo unspecified)	4%	1%	u	16%	2%	0.93µM*
O=C(N=NC(=O)c1ccc2c(O)n(CC3CCCO3)c(O)c2c1)c1cccnc1 (stereo unspecified)	-6%	8%	13%	4%	1%	u
Cc1c(NC(=O)C2CCCNC2=O)c(=O)n(-c2ccccc2)n1C (stereo unspecified)	2%	14%	x	2%	-11%	-2%
COc1ccc2oc(=O)c(-c3nnc(N)s3)cc2c1	2%	5%	u	-5%	0%	9%
COC(=O)c1c(C)cc(C)c2c1CC(C)(C)C2=O	4%	19%	u	1%	-2%	139%[activator]
CCN1CCCC1CNC(=O)C(=O)NC(C)c1ccccc1 (stereo unspecified)	0%	2%	12µM*	3%	-2%	14%
COc1ccc(Cn2nnnc2CN2CCOCC2)cc1	-3%	9%	13µM*	0%	-1%	-4%
COc1cc(C(=O)OC(C)CN2C(C)CCCC2C)cc(OC)c1OC (stereo unspecified)	-4%	21%	200%[activator]	1%	0%	-5%
CN1C(=O)NC(c2ccccc2Cl)C2=C1CC(C)(C)CC2=O (stereo unspecified)	0%	4%	-5%	7%	-2%	12%
COc1ccc(P(=O)(COc2ccc([N+](=O)[O-])cc2)c2ccc(OC)cc2)cc1	-1%	-11%	u	-6%	-1%	u
O=C(c1ccccc1)c1ccc(OCCCN2CCCCC2)cc1	4%	u	u	-17%	-10%	x
CC(C)(C)NC(=O)Nc1ccc(F)c(Cl)c1	1%	u	1%	2%	-1%	21%
CC(C)Oc1cccc(C(=O)C2CCCN(Cc3ccc(Oc4ncccn4)cc3)C2)c1 (stereo unspecified)	-16%	u	-84%	2%	10%	u
COc1cccc(/C=C2\SC(=S)N(CCC(=O)Nc3ccc(O)cc3)C2=O)c1	2%	u	u	-1%	-8%	57%[activator]
